TEAD-YAP inh: TEAD-YAP interaction inhibition; HEK-TIYL cells, TEAD-Gal4/YAP UAS-luciferase luminescence; inhibition, % at 9.12 µM; 640,000 compounds, 1.4% hits; AID 1259422; in the data active means inhibition above about 32%;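 further: 0% = median of test compound wells and 100% = reference inhibitor wells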
GPR151 activ: activates the human receptor GPR151; PathHunter beta-arrestin GPR151 cells, luminescence; activation, % at 11.2 µM; 650,000 compounds, 1% hits; AID 1508602; in the data active means activation above about 4.9%;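 further: 0% = median of compound wells and 100% = cells with positive control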
Target sequence (Q8TDV0 whole entry, looked up): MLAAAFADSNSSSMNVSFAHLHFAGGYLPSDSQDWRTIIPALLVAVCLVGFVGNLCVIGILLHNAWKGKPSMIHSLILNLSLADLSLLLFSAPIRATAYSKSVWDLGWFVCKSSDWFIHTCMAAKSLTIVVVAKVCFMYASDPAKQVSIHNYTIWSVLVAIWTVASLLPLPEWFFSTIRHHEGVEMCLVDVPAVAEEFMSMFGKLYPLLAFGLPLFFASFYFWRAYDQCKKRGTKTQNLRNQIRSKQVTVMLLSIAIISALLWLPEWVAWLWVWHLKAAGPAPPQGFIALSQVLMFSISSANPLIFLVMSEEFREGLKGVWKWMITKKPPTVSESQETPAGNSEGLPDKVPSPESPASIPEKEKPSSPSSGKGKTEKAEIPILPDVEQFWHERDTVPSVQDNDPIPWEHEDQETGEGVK
FBW7 act: activators of human E3 ligase FBW7; Q969H0; AlphaScreen FBW7–phospho-cyclin E peptide binding, activator screen; normalized activity (activation), % at 26.1 µM; 650,000 compounds, 0.13% hits; in the data active means normalized activity above about 1.9%;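 further: purified mutant Fbw7 with reduced substrate affinity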
MITF inh: human MITF inhibition, primary screen. O75030. AlphaScreen MITF homodimerization, bead proximity signal. inhibition, % at 2.6 µM. 650,000 compounds, 0.91% hits; in the data active means inhibition above about 50%;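 further: 0% = vehicle wells with protein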
Target sequence (O75030 whole entry, looked up): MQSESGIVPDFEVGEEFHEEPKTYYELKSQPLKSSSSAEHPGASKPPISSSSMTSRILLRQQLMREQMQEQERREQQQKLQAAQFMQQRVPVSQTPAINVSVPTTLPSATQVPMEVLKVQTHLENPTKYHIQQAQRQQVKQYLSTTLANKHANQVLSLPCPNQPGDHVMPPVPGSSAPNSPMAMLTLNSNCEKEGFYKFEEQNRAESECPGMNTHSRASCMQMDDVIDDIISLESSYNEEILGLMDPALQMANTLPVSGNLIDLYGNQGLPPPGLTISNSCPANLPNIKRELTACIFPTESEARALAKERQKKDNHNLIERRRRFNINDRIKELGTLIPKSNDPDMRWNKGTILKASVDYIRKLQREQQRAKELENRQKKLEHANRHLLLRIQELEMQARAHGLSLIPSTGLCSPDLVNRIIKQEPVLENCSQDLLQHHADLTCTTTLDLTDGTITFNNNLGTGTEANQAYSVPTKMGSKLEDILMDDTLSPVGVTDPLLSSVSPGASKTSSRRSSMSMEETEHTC
Active calls of the source: *; nt = not tested or not shown.

Sequence of screens: GPR151 activ, MITF inh, TEAD-YAP inh, FBW7 act
Cc1ccc(C2CC(=O)C3=C(C2)Nc2ccccc2N(C(=O)/C=C/c2ccccc2)C3c2ccc(OC(C)C)cc2)cc1 (configuration not stated)
    0.4, 12, 6, 0.3
O=C(O)c1nccnc1C(=O)N1CCN(c2ccccc2)CC1
    -1.3, 11, -3, -0.2
CN(C)CCOc1cc(-c2cn[nH]c2)ccc1NC(=O)[C@H]1Cc2ccccc2CN1
    -0.8, 25, 1, 0.6
O=C(NCCc1ccc(O)cc1)c1csc(-c2ccccc2)n1
    -1.0, 13, 9, 0.1
O/N=C1/CC(Sc2nc(-c3ccccc3)cc(C(F)F)n2)C2COC1O2 (configuration not stated)
    2.6, 3, -32, 0.0
O=C(CCCN1C(=O)c2ccccc2C1=O)Nc1c2c(nc3c1CCC3)CCCC2
    2.5, -3, 3, -0.1
CCOC(=O)c1ccc2nc(C)cc(Nc3cccc(C(F)(F)F)c3)c2c1
    -0.6, -2, -8, 0.2
COc1cc(NC(=O)CSc2c(C)n[nH]c2C)cc(OC)c1
    0.7, -3, -4, 0.0
O=C(NCC(c1ccco1)N1CCc2ccccc2C1)c1cc(Cl)ccc1Cl (configuration not stated)
    -1.2, -6, -8, 0.1
CC(C)(C)c1ccc(C(=O)CN2C(=O)C(=O)N(C3CCCC3)C2=O)cc1
    -0.6, -4, -1, 0.2
COc1ccc2cc(CCNC(=O)c3cc(OC)c(OC)c(OC)c3)c(=O)[nH]c2c1
    1.6, 11, 7, -0.1
COc1ccccc1N1CCN(C(=O)C2C3C=CC(O3)C2C(=O)O)CC1 (configuration not stated)
    0.7, -3, -1, -0.1
N=C1c2ccccc2CN1c1ccc2c3c(cccc13)C(=O)N2
    1.2, -8, -2, -0.1
CCn1c2cc(C)oc2c2cnn(CC(=O)N3CCCCC3C)c(=O)c21 (configuration not stated)
    1.1, -2, -14, 0.0
COc1ccc(S(=O)(=O)N2CCc3c(c(-c4ccccc4)nn3C)C2)cc1
    -0.5, -1, -8, -0.1
COc1ccc(N2C(=O)/C(=C\c3ccc4c(c3)OCO4)C(=O)NC2=S)cc1
    -2.2, 2, 11, 0.1
C=CCn1c2cc(C)sc2c2cnn(CC(=O)N3CCC(C(N)=O)CC3)c(=O)c21
    -0.4, 13, -9, 0.4
CCSc1sc(CC)cc1C1C(C(=O)Nc2ccc(Br)cn2)=C(C)NC2=C1C(=O)CC(C)(C)C2 (configuration not stated)
    -1.7, 4, -4, 0.3
CCCCCCCSc1nc(N)cc(=O)[nH]1
    -0.7, 21, 8, 0.1
C/C(=N\NC(=O)c1ccccc1Cl)c1ccc(C)o1
    -2.1, -12, -8, 0.0

Not a retest: entries from further up.
Sequence of screens: GPR151 activ, MITF inh, TEAD-YAP inh, FBW7 act
Cc1ccc(C2CC(=O)C3=C(C2)Nc2ccccc2N(C(=O)/C=C/c2ccccc2)C3c2ccc(OC(C)C)cc2)cc1 (configuration not stated)
    0.4, 12, 6, 0.3
O=C(O)c1nccnc1C(=O)N1CCN(c2ccccc2)CC1
    -1.3, 11, -3, -0.2
CN(C)CCOc1cc(-c2cn[nH]c2)ccc1NC(=O)[C@H]1Cc2ccccc2CN1
    -0.8, 25, 1, 0.6
O=C(NCCc1ccc(O)cc1)c1csc(-c2ccccc2)n1
    -1.0, 13, 9, 0.1
O/N=C1/CC(Sc2nc(-c3ccccc3)cc(C(F)F)n2)C2COC1O2 (configuration not stated)
    2.6, 3, -32, 0.0
O=C(CCCN1C(=O)c2ccccc2C1=O)Nc1c2c(nc3c1CCC3)CCCC2
    2.5, -3, 3, -0.1

The listing continues:
Sequence of screens: GPR151 activ, MITF inh, TEAD-YAP inh, FBW7 act
O=C(CSc1nc2ncccc2[nH]1)NCc1ccco1
    0.4, 7, -4, 0.0
CCOC(=O)N1CCN(Cc2nc3c(c(=O)[nH]c(=O)n3C)n2CC(N)=O)CC1
    0.0, 8, -5, 0.3
NC(=O)Nc1nc2cc([N+](=O)[O-])ccc2[nH]c1=O
    0.0, -1, -3, -0.1
N[C@H](Cc1ccccc1)C(=O)N1CCC(C(=O)Nc2ccc3[nH]ncc3c2)C1 (some centres not stated)
    1.3, 13, -6, 0.0
C1CN(c2nc(N3CCOCC3)nc(N3CCOCC3)n2)CCO1
    -1.6, 12, 1, 0.0
CCCCOc1cccc(C2C3=C(CC(C)(C)CC3=O)Nc3ccccc3N2C(=O)CC)c1 (configuration not stated)
    -0.6, -5, -5, -0.3
Cc1cc(C)cc(NC(=S)N2CCN(CCO)CC2)c1
    1.3, 10, 0, 0.1
O=C(CCCOc1ccc(Cl)cc1Cl)NCCCO
    -0.6, 14, -10, 0.0
Cc1ccc(COc2nsnc2N2CCOCC2)cc1
    -1.9, 16, 0, -0.3
FC(F)(F)c1cccc(-c2cc(NCCCN3CCOCC3)nc(-c3cccnc3)n2)c1
    0.1, 0, 9, -0.1
O=C(Nc1nnc(C(F)(F)F)s1)c1ccc([N+](=O)[O-])c(Cl)c1
    -1.8, 2, 16, 0.0
O=C(CSc1nc2[nH]ncc2c(=O)n1-c1ccc(Cl)cc1Cl)NCc1cccs1
    1.0, 5, 4, -0.2
O=C(NCC1Cc2c(ccc3cc(-c4ncccn4)ccc23)O1)C1CC=CCC1 (configuration not stated)
    -0.1, 8, 0, -0.1
Cc1c(C(=O)N2CCCC2)sc2ncn(CC(=O)Nc3cccc(C(F)(F)F)c3)c(=O)c12
    -0.7, 2, 3, 0.0
CCCCNC(=O)C(C(=O)c1ccc(F)cc1)n1ccccc1=O (configuration not stated)
    0.8, 18, -1, -0.1
COC(=O)c1ccccc1NC(=O)c1cc(OC)cc(OC)c1
    0.4, -7, 6, 0.0
Cc1nc(-c2ccccc2)sc1C(=O)NCCOc1ccc(F)cc1
    -1.6, 8, 3, -0.1
O=C(CCOc1ccccc1)Nc1ccnn1C1CCN(Cc2cccc3nonc23)CC1
    1.7, 11, 14, 0.3
COc1ccc(CCNc2c(-c3ccc(Cl)cc3)c(=O)c2=O)cc1OC
    0.2, 3, 14, 0.3
Cc1ccc(N=c2oc3ccc4ccccc4c3cc2-c2nc3ccccc3s2)cc1C
    -0.2, -3, -2, 0.0

Some of the entries so far, with each value named.
mol: Cc1ccc(COc2nsnc2N2CCOCC2)cc1
- GPR151 activ: -1.9
- MITF inh: 16
- TEAD-YAP inh: 0
- FBW7 act: -0.3
mol: FC(F)(F)c1cccc(-c2cc(NCCCN3CCOCC3)nc(-c3cccnc3)n2)c1
- GPR151 activ: 0.1
- MITF inh: 0
- TEAD-YAP inh: 9
- FBW7 act: -0.1

Later entries:
Sequence of screens: GPR151 activ, MITF inh, TEAD-YAP inh, FBW7 act
O=S(=O)(N1CCCCCC1)N1CCN(S(=O)(=O)N2CCCCC2)CC1
    0.5, 0, 0, -0.1
O=C(O)CCC/C=C\C[C@@H]1[C@@H](/C=C/[C@@H](O)CCCCCO)[C@H](O)C[C@@H]1O
    -0.5, 7, nt, nt
COc1ccccc1C(=O)NNC(=O)c1ccccn1
    -2.3, 45, 41*, -1.9
O=C(NCCO)c1nnc(-c2ccccc2)o1
    -1.0, 10, -7, 0.0
Cc1cc2c(c(=O)o1)C(c1cccc(I)c1)C(C#N)=C(N)O2 (configuration not stated)
    0.3, -15, 1, -0.3
O=C1N/C(=C/c2ccc(O)c([N+](=O)[O-])c2)C(=O)N1Cc1ccc(Br)cc1
    -0.6, -4, 17, -0.3
COc1ccc(-c2cncc(C(=O)NCCN3CCOCC3)c2)cc1
    1.5, -5, 6, -0.1
Cn1cc(CN2CCCC(c3[nH]ncc3Cc3ccccc3)C2)cn1 (configuration not stated)
    -0.9, 9, 3, -0.1
CCOC(=O)C1(CCc2ccccc2)CCN(C(=O)CCn2cnnn2)CC1
    2.4, 61*, -23, 0.0
C#CCN(C(=O)CCc1nnc(-c2ccc3c(c2)OCO3)o1)C1CCCCC1
    1.1, -2, -77, -0.1
COc1ccc(C)cc1Nc1nc2ccccc2n2cnnc12
    -0.6, 3, 3, 0.7
CC1(C)CC(=O)C(=C/C=C/C2C(=O)CC(C)(C)CC2=O)C(=O)C1
    0.3, 1, 0, -0.1
O=C(O)c1ccc(Cl)c(S(=O)(=O)Nc2ccc3[nH]c(=O)[nH]c3c2)c1
    -0.8, -191, 4, 0.1
Cc1ccc2nc(-c3ccccc3)cc(C(=O)Nc3cccc(Cl)c3)c2c1
    -1.2, 8, 1, 0.0
NS(=O)(=O)c1ccc(CNC(=S)NC2CC2)cc1
    0.4, -18, -6, 0.0
CN(C)n1c(-c2ccc(Cl)cc2)csc1=Nc1ccccc1
    1.5, -6, 6, -0.2
O=C1/C(=C/C=C/c2ccccc2)SC(=S)N1Cc1cccnc1
    0.8, -6, 9, -0.2
Cc1c(C(=O)NC(=S)NNC(=O)COc2ccc(C#N)cc2)cccc1[N+](=O)[O-]
    -0.1, 13, 6, -0.1
Cc1cccc(C(=O)NCC(c2ccco2)N2CCOCC2)c1 (configuration not stated)
    -0.7, 7, 6, -0.1
NC(=O)C1CCN(C2=NC(=O)/C(=C\c3ccc(-c4cccc([N+](=O)[O-])c4)o3)S2)CC1
    -0.9, -3, 12, 0.0
O=C1N=C(N2CCCCCC2)S/C1=C/c1ccc(Br)cc1
    -0.7, 2, 13, 0.0
Cc1cccc(N(CC(=O)N2CCN(c3ccc(F)cc3)CC2)S(C)(=O)=O)c1C
    -0.6, -4, 11, -0.1
Cc1ccc(C)c(OCC(=O)Nc2nc3ccccc3s2)c1C
    2.5, 16, -4, -0.1
Cc1cc(C)n2nc(C(=O)N/N=C\c3ccc(Cl)cc3Cl)nc2n1
    -1.6, 27, -1, 0.7
CCCC12CN3CC(CCC)(CN(C1)C3c1c(O)ccc3ccccc13)C2=O (configuration not stated)
    -0.8, 4, -2, -0.1
CCCCC(=O)Nc1ccc(C(=O)OCC)cc1
    0.2, 7, -54, 1.3
COc1ccccc1Cn1c(SCC(=O)C(C)(C)C)nc2ccc(Br)cc2c1=O
    1.5, 17, 2, 0.0
CCS(=O)(=O)c1ccc2c(c1)N(Cc1ccc(S(C)(=O)=O)cc1)C(=O)C(F)(F)O2
    1.5, 10, 2, 0.0
Cc1cc2nn(-c3ccccc3)nc2cc1NC(=O)c1ccc(Br)o1
    0.3, 14, 7, 0.1
CCN(CC(=O)NC)S(=O)(=O)c1ccc(Br)cc1
    0.8, -4, 7, 0.0
CS(=O)(=O)N1CCN(C(=O)c2cc3ccccc3oc2=O)CC1
    0.0, 11, 4, 0.0
C=CCc1ccccc1OCC(O)CN1CCCC(C)C1 (configuration not stated)
    0.8, 7, 2, -0.1
O=C(CSc1c[nH]c2ccccc12)N1CCCc2ccccc21
    -1.6, 7, 6, -0.1
CC(C)C(=O)N1C2CCC1CC(O)(c1nccn1C)C2 (configuration not stated)
    0.8, -5, 6, 0.0
CCN1CCN(c2ccc(NC(=O)c3ccccc3Cl)cc2)CC1
    -2.5, 15, -3, 1.0
CCC(C)(C)NC(=O)C1CCCN1C(=O)Nc1ccccc1OC (configuration not stated)
    -0.4, -4, -7, 0.6
Cc1ccsc1CN(C(=O)c1ccccc1F)C1CCS(=O)(=O)C1 (configuration not stated)
    0.4, 14, 2, 0.2
CCOC(=O)CNC(=O)CN(C(=O)c1snc(C(N)=O)c1N)c1ccc(CC)cc1
    -0.3, 4, -6, 0.1
CCOc1ccc(NC(=O)CCc2nc3cccnc3n2CCOC)cc1
    0.2, 13, -3, -0.1
CCOC(=O)N1CCN(C(=S)NC(=O)C2CCCC2)CC1
    0.7, -4, 0, -0.1
COC(=O)N/N=C(C)\C=C\c1ccco1
    -0.1, 3, -1, -0.1
Cc1ccccc1C1CC(c2ccccc2Cl)Nc2ncnn21 (configuration not stated)
    0.3, -14, -5, 0.0
CC(=O)c1ccc(Oc2ccc(C(N)=O)cc2[N+](=O)[O-])cc1
    -0.7, -7, -12, -0.2
C=CCn1c(C(CCCC)CC(O)COCCC)n[nH]c1=S (configuration not stated)
    -1.0, 4, -4, 0.3
CN1/C(=C2\C=NN(c3ccccc3)P2(=N)N2CCCC2)C(C)(C)c2ccccc21 (configuration not stated)
    1.1, -5, 2, -0.1
Cc1c(C(=O)O)oc2ccc3c(c12)C(=O)CC(C)(C)O3
    -0.5, 1, -5, -0.1
CC(=O)NCCn1c(SCc2cc(=O)n3cc(Cl)ccc3n2)nc2ccccc2c1=O
    3.9, -1, 5, -0.3
O=S(=O)(c1cccc2nsnc12)N1CCN(c2ccccc2)CC1
    -0.8, -1, 5, 0.1
O=C(O)c1cccc(-c2cnc(NCc3ccc(Cl)c(Cl)c3)c3nccn23)c1
    0.4, 7, -3, -0.3
O=C(Cc1cccs1)N/N=C/c1ccc(C(F)(F)F)cc1
    -1.1, 15, -9, 0.0
Nc1ccc(-c2cn3c4c(sc3n2)CCCC4)cc1
    -0.3, -9, 27, 0.0
Cc1ccc(C(=O)/C=C/c2cccc(F)c2)o1
    -0.1, -1, 9, -0.1
CSc1nc(NC(C)(C)C)nc(OCCNS(=O)(=O)c2cc(C)ccc2C)n1
    -2.2, 22, 6, 0.1
